LMNA splice mod = changes lamin A minigene splicing in HeLa cells | HeLa LMNA splicing GFP/RFP minigene ratio, 48 h | Potency, µM (top dose mostly 46.1 µM), without a hit: top-dose ratio change, negative = inhibition, hits mostly inhibitors | actives 0.01% (n = 200,000) | AID 1487; active means well fitted inhibition curve with a large enough effect in the signal ratio, with a control signal flat, not every such curve was filed as active; inconclusive means small, poorly fitted or top-dose-only effect, or effect the other way, or a change in a side signal; the % refers to the signal ratio; further: on the % scale 0 is the no-effect control and ±100 the full control effect
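S3 HeLa cells stably expressing lamin A-EGFP splicing minigene plus DsRed2, 600 cells/well, 48 h compound exposure at 37C. Laser-scanning cytometry; analysed as GFP (500-530 nm)/RFP (575-640 nm) total intensity ratio; 0.5% DMSO vehicle.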
Epigenetic derep = derepresses silenced GFP reporter in murine cells; murine LDR cells, GFP reporter derepression, 30 h; Potency, µM (series often up to 53.9 µM), without a hit: at the highest dose GFP activation, hits mostly activators; actives 0.2% (n = 280,000); AID 1865; active means well fitted activation curve with a large enough effect; inconclusive means small, poorly fitted or top-dose-only effect; further: % of control where 0% means no effect; nearly all actives have a fitted effect of over 60% in size
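Murine LDR cells carrying a silenced, genomically integrated CMV-driven GFP reporter were exposed to compound for 30 hours at 37 C. After PBS washes, GFP-positive cells (20–120 um objects) were counted by laser-scanning microplate cytometry.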
* hit, by the source's call; ? = inconclusive; [ ] = another dose, or the depositor's remark. Potency means the concentration at half of the fitted maximal effect. Not all compounds are listed; count on the stated rates, not on these rows.

The opening 5 records, ahead of the listing:
compound | LMNA splice mod | Epigenetic derep
CCOc1ccc(CNC(=O)c2cc(=O)[nH]c3ccc(S(=O)(=O)N4CCCC4)cc23)cc1 | 3.0%[46 µM] | 8.0%
CCOc1ccccc1NS(=O)(=O)c1cc2[nH]c(=O)c(=O)[nH]c2cc1C | ? | -0.2%
Cc1cc2c(cc1S(=O)(=O)CCC(=O)NCCc1ccccc1)OCC(=O)N2 | -16.6%[46 µM] | 0.0%
Cc1cccc(Cn2cc(S(=O)(=O)c3cccc(Cl)c3)c(=O)c3cc(F)c(N4CCOCC4)cc32)c1 | 3.2%[46 µM] | -0.4%
COc1ccccc1OCC(=O)N1CCC(c2nc3ccccc3o2)CC1 | ? | -3.2%

All compounds of this part, previewed entries included:
compound | LMNA splice mod | Epigenetic derep
CCOc1ccc(CNC(=O)c2cc(=O)[nH]c3ccc(S(=O)(=O)N4CCCC4)cc23)cc1 | 3.0%[46 µM] | 8.0%
CCOc1ccccc1NS(=O)(=O)c1cc2[nH]c(=O)c(=O)[nH]c2cc1C | ? | -0.2%
Cc1cc2c(cc1S(=O)(=O)CCC(=O)NCCc1ccccc1)OCC(=O)N2 | -16.6%[46 µM] | 0.0%
Cc1cccc(Cn2cc(S(=O)(=O)c3cccc(Cl)c3)c(=O)c3cc(F)c(N4CCOCC4)cc32)c1 | 3.2%[46 µM] | -0.4%
COc1ccccc1OCC(=O)N1CCC(c2nc3ccccc3o2)CC1 | ? | -3.2%
O=C(Cn1cc(S(=O)(=O)Cc2ccccc2F)c2ccccc21)NCc1ccccc1 | 9.1%[46 µM] | -0.4%
O=C(NCCC1=CCCCC1)c1ccc2c(c1)sc1nc(-c3ccc(F)cc3)cn12 | -8.1%[46 µM] | 0.0%
CCCc1cc(=O)[nH]c(SCc2nc(-c3ccc(OCC)cc3)no2)n1 | ? | -3.4%
Cn1c(=O)c2c(SCC(=O)NCc3ccc(F)cc3)nc(-c3ccccc3Cl)nc2n(C)c1=O | -10.7%[46 µM] | -0.1%
CC(=O)N1CCCc2cc(S(=O)(=O)N(C)CC(=O)Nc3ccc(Cl)cc3C)ccc21 | ? | 0.0%
CCc1ccc2nc(N(CCN(CC)CC)C(=O)c3ccco3)sc2c1 | 6.0%[46 µM] | 0.0%
Cn1nc(C(=O)Nc2ccc(F)c(Cl)c2)c2c1-c1ccccc1S(=O)(=O)C2 | -13.5%[46 µM] | 0.0%
CCCc1nn2c(=O)cc(COC(=O)c3ccc(NC(=O)c4cccs4)cc3)nc2s1 | 16.4%[46 µM] | -1.4%
COCCCNC(=O)CSc1nc2c(sc3ccccc32)c(=O)n1CCc1ccccc1 | -9.8%[46 µM] | 1.3%
Cc1nn(CCC(=O)N2CCN(c3ccccc3F)CC2)c(C)c1S(=O)(=O)N1CCCC1 | -3.8%[46 µM] | -1.5%
Cc1c(-c2ccccc2)c(=O)oc2c(CN3CCCC3)c(O)ccc12 | ? | -4.5%
O=C(OCc1cc(=O)n2nc(C3CC3)sc2n1)c1ccc(F)cc1 | ? | 1.5%
CCOC(=O)CSc1nc2cc3c(cc2c(=O)n1CCCCCC(=O)NCc1ccc2c(c1)OCO2)OCO3 | 12.8%[46 µM] | -1.3%
COc1ccc(NC(=O)N2CCN(c3cc(-c4noc(C)n4)ccc3C)CC2)c(OC)c1 | -0.1%[46 µM] | 0.0%
CCOC(=O)C(CC)Sc1c(CC)cnc2c1c(=O)n(C)c(=O)n2C (stereo unspecified) | 15.6%[46 µM] | 0.7%
CCOc1ccc(CNC(=O)C2Cc3ccccc3N2C(=O)CC)cc1OC (stereo unspecified) | 5.5%[46 µM] | -3.0%
CCOC(=O)c1ccc2c(c1)N(Cc1cccc([N+](=O)[O-])c1)C(=O)c1ccccc1S2 | 9.9%[46 µM] | 0.0%
CCC1CN(C(=O)N2CCC(C(=O)NCc3ccco3)CC2)c2ccccc2O1 (stereo unspecified) | 6.1%[46 µM] | 0.0%
CCN(c1ccccc1)S(=O)(=O)c1ccc(F)c(C(=O)Nc2ccc(C)cc2)c1 | -14.8%[46 µM] | 5.9%
Cc1cc(=O)n(Cc2cccc(Cl)c2)c2c1c(C)nn2C | ? | 1.5%
COc1ccc(CCNC(=O)c2cnn(-c3cccc(C)c3)c2C2CCNCC2)cc1OC | ? | 1.3%
COc1ccc(S(=O)(=O)NCC(c2ccc(N(C)C)cc2)N2CCc3ccccc32)cc1OC (stereo unspecified) | -1.6%[46 µM] | -5.8%
Cc1ccc(NC(=O)COCc2cc(-c3cccs3)on2)cc1Cl | 2.1%[46 µM] | -1.2%
Cc1ccc(CNS(=O)(=O)c2ccc(C(=O)N(C)C)s2)cc1 | -11.3%[46 µM] | -3.5%
Cc1ccc(N(C)C(=O)CN2C(=O)CCc3cc(S(=O)(=O)N4CCOCC4)ccc32)cc1 | 0.4%[46 µM] | -2.3%
Cc1ccc(S(=O)(=O)N2CCCc3cc(NC(=O)c4ccc(C(C)(C)C)cc4)ccc32)cc1 | 12.8%[46 µM] | -2.8%
COc1ccccc1C(=O)NCC(c1cccnc1)N1CCc2ccccc2C1 (stereo unspecified) | 10.2%[46 µM] | 0.0%
COc1ccccc1NC(=O)Cn1c(SCC(=O)NCc2ccccc2)nc2ccccc21 | ? | 6.8%
Cc1ccc(CSCCC(=O)N2CCN(c3ccc(F)cc3)CC2)cc1 | -2.7%[46 µM] | 0.0%
O=C(NCCCN1CCN(c2ccccc2F)CC1)c1ccc2nc(Cc3ccccc3)oc2c1 | -17.6%[46 µM] | -1.7%
Cc1oc(-c2ccc(C(=O)N(C)Cc3ccccc3)cc2)nc1CN1CCc2ccccc21 | ? | -1.7%
CCCCNC(=O)c1ccc2c(c1)NC(=O)C(CS(=O)(=O)Cc1ccc(F)cc1Cl)N2 (stereo unspecified) | -7.0%[46 µM] | 11.4%
CCOC(=O)c1[nH]c(C)c(CCC(=O)Nc2ccc(Br)c(C)c2)c1C | ? | 1.5%
O=C(NCCc1ccccc1)c1ccc(Cn2c(SCc3ccc(F)cc3)nc3cccnc32)cc1 | 9.6%[46 µM] | 0.0%
O=C(NCCc1ccc(F)cc1)C(=O)NCC(c1ccco1)S(=O)(=O)c1ccccc1 (stereo unspecified) | 13.1%[46 µM] | 5.7%
Cc1ccc(NC(=O)C(=O)NCCc2csc3nc(-c4ccccc4C)nn23)cc1Cl | ? | 8.5%
Cc1ccc(S(=O)(=O)N2CCN(Cc3ccccc3)CC2)c(C)c1NS(C)(=O)=O | -5.9%[46 µM] | 0.5%
CCOC(=O)C1CCN(C(c2cccc(F)c2)c2c(O)cc(C)n(CCOC)c2=O)CC1 (stereo unspecified) | 6.4%[46 µM] | 8.5%
O=C(Nc1cccc(Cl)c1)C1CCCN(c2nn3cc(-c4ccc(F)cc4)nc3s2)C1 (stereo unspecified) | 3.5%[46 µM] | -0.2%
COc1ccc(N2CC(NC(=O)C(c3ccccc3)c3ccccc3)CC2=O)cc1OC (stereo unspecified) | -10.5%[46 µM] | 5.5%
Cn1cnc(S(=O)(=O)N2CCC(C(=O)NCc3ccccc3)CC2)c1 | 9.2%[46 µM] | 0.7%
COCCCNc1oc(-c2ccc(COc3ccc(Cl)cc3)o2)nc1C#N | ? | 2.4%
CCCS(=O)(=O)N1CC(=O)N(c2cc(C)cc(C)c2)C(C)(C(=O)NC2CCCCCC2)C1 (stereo unspecified) | -4.9%[46 µM] | -0.4%
O=C(COc1ccccc1F)Nc1ccc2nc(SCC(=O)N3CCOCC3)sc2c1 | -0.5%[46 µM] | 1.6%
Cc1ccccc1NS(=O)(=O)c1nnc(NC(=O)c2ccc(Cl)cc2)s1 | ? | 0.0%

New compounds follow.
compound | LMNA splice mod | Epigenetic derep
Cn1cc(C(=O)O)c(=O)c2cc(S(=O)(=O)N3CCOCC3)ccc21 | ? | 3.5%
COc1cn(CC(=O)Nc2ccccc2)c(CN2CCCCC2)cc1=O | ? | -0.2%
CCc1ccc(NC(=O)C(=O)NCCc2sc(-c3ccc(C)cc3)nc2C)cc1 | 0.3%[46 µM] | 1.4%
CCOC(=O)c1ccc(NC(=O)CSc2nc3ccccc3c(=O)n2CCNC(C)=O)cc1 | -2.7%[46 µM] | 10.4%
CCOC(=O)c1ccc(NC(=O)N2CCOc3ccccc32)cc1 | ? | 1.4%
COc1ccccc1NC(=O)C1=C(C)Nc2ncnn2C1c1sccc1C (stereo unspecified) | 13.1%[46 µM] | -0.9%
Cc1cccc(NC(=O)c2cc3c(=O)n4ccccc4nc3n2C)c1C | 4.3%[46 µM] | 2.5%
Cc1cccc2sc(N(Cc3cccnc3)C(=O)COc3ccccc3)nc12 | -9.3%[46 µM] | 0.4%
COc1ccc(C)cc1NC(=O)COCc1cc(-c2ccc(F)cc2)on1 | 3.2%[46 µM] | 0.0%
COc1cc(C(=O)N2CCN(CCc3ccccn3)CC2)cc(OC)c1OC | -6.3%[46 µM] | -0.8%
Cc1ccccc1C(=O)NCC(c1cccnc1)N1CCc2ccccc21 (stereo unspecified) | ? | 0.0%
Cc1ccc(CNC(=O)c2c(C)oc3ncnc(N4CCOCC4)c23)cc1 | ? | 0.0%
CCCCOc1ccc(C(=O)NCCc2csc3nc(-c4ccccc4F)nn23)cc1 | ? | 4.5%
COc1ccc(N2CC(NC(=O)c3ccc(OC(C)C)cc3)CC2=O)cc1 (stereo unspecified) | 7.5%[46 µM] | -2.4%
COc1cc(CNC(=O)c2ccc3nc(CCc4ccccc4)oc3c2)cc(OC)c1OC | ? | 1.7%
CCOc1ccccc1NC(=O)CN1C(=O)C2(SCC(=O)N2c2cccc(F)c2)c2ccccc21 (stereo unspecified) | ? | 1.3%
CC1N=C2c3ccccc3N=C(SCC(=O)NCCc3ccccc3)N2C1=O (stereo unspecified) | 8.0%[46 µM] | -2.4%
Cc1ccc(Cl)cc1N1CCN(C(=O)Cn2c(-c3cccs3)cc3cc(F)ccc32)CC1 | -6.2%[46 µM] | -0.4%
O=S(=O)(Nc1ccc(-c2ccc(N3CCCC3)nn2)cc1)c1ccc(C(F)(F)F)cc1 | -2.0%[46 µM] | 0.0%
O=C(NCCc1csc(-c2ccc(Cl)cc2)n1)c1ccco1 | ? | -0.9%
CCc1cnc2c(c1SCC(=O)Nc1cc(Cl)ccc1OC)c(=O)n(C)c(=O)n2C | -10.2%[46 µM] | 2.4%
COc1cc(C(=O)NCC(c2ccc(Cl)cc2)N2CCOCC2)cc(OC)c1OC (stereo unspecified) | 14.6%[46 µM] | -3.2%
Fc1ccccc1N1CCN(c2ncnc3c2nc2n3CCCCC2)CC1 | ? | -1.2%
Cc1ccc2nc(NC(=O)CSc3nccn3-c3ccc(Cl)cc3)sc2c1 | ? | 0.8%
COc1ccccc1CCNC(=O)C(=O)NCC(c1cccs1)S(=O)(=O)c1ccc(F)cc1 (stereo unspecified) | -5.0%[46 µM] | 0.1%
CC(C)CCNC(=O)CSc1nc2ccsc2c(=O)n1Cc1ccccc1Cl | -26.7%[46 µM] | 0.0%
O=C(CSc1nc2c([nH]c3ccccc32)c(=O)n1-c1ccc(Cl)cc1)NCc1ccccc1 | ? | 0.0%
Cc1ccc(NC(=O)CSc2nnc3[nH]c(=O)cc(-c4ccccc4)n23)cc1Cl | 5.0%[46 µM] | 1.0%
CC(NC(=O)C1CCN(C(=O)N2CCOc3ccc(Cl)cc32)CC1)c1ccccc1 (stereo unspecified) | ? | 0.8%
COc1ccc(NC(=O)CSCc2cc(=O)c3cc(Cl)ccc3[nH]2)cc1 | ? | -2.4%
COc1ccccc1CNC(=O)c1ccccc1NC(=O)c1nsc2ccccc12 | 6.3%[46 µM] | ?
COc1cc(Cl)c(NS(=O)(=O)c2ccc(-c3coc(C)n3)cc2)c(OC)c1 | -12.0%[46 µM] | 0.0%
Fc1ccc(NCc2cccn2-c2nnc(N3CCOCC3)s2)cc1 | -5.1%[46 µM] | -1.3%
COc1cc(NC(=O)C2CCCN(S(=O)(=O)c3ccc4c(c3)CCCC(=O)N4)C2)cc(OC)c1 (stereo unspecified) | -0.2%[46 µM] | 1.1%
CCOC(=O)c1c(C)[nH]c(CCC(=O)NCCCN2CCN(c3cc(C)ccc3C)CC2)c1C | -25.8%[46 µM] | -0.1%
COc1ccc(NC(=O)C2CCN(S(=O)(=O)c3ccc4c(c3)CCCC(=O)N4)CC2)cc1OC | 24.5%[46 µM] | -1.3%
COc1cc(OC)cc(C(=O)Nc2cc3c(cc2N2CCCC2)n(C)c(=O)c(=O)n3C)c1 | -1.0%[46 µM] | 10.7%
CCCCNC(=O)C1CCN(C(=O)N2CC(C)Oc3ccc(Cl)cc32)CC1 (stereo unspecified) | -11.5%[46 µM] | 0.0%
Cc1cccc(NC(=O)C(=O)NCC(c2cccnc2)N2CCOCC2)c1 (stereo unspecified) | 0.4%[46 µM] | 2.8%
CCCCC(=O)Nc1ccc2nc(SCC(=O)N3CCc4ccccc43)sc2c1 | -9.9%[46 µM] | -1.6%
Cn1ncc(C(=O)N2CCN(c3ccccc3F)CC2)c1C1CCN(C(=O)OC(C)(C)C)CC1 | 4.7%[46 µM] | 0.0%
CC(C)NC(=O)C1CCC(Cn2c(=O)c3sccc3n(CC(=O)Nc3ccccc3)c2=O)CC1 (stereo unspecified) | ? | 0.0%

Compound activity: PubChem BioAssay, National Center for Advancing Translational Sciences (NCATS)
